Screening results: PubChem BioAssay, several laboratories
bIAP activator: bovine intestinal alkaline phosphatase activators, primary screen, biochemical, bovine IAP, CDP-star luminescence. alkaline phosphatase, intestinal [Bos taurus]. purified bovine IAP, 30 min; stronger effect = higher value; fold of DMSO-control signal, blank-subtracted. activation factor at 20 µM. 200,000 tested, 0.17% active. AID 1016, 2008;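 active means activation factor of 2 or more at 20 µM, a signal rise over negative controls twice the positive control's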
PMI activator: activators of human PMI, primary screen, biochemical, fluorescence intensity, near-Km mannose 6-phosphate | Mannose-6-phosphate isomerase (Homo sapiens), P34949 | purified human PMI, coupled resazurin fluorescence, 20 min; stronger effect = higher value; 1 = vehicle control, 0 substrate-free wells | activation factor at 20 µM | 190,000 tested, 0.005% active | AID 1214, 2008;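 active means activation factor of 2 or more at 20 µM, relative to plate controls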
FLuc inhib CS: firefly luciferase enzyme inhibitors, primary screen, artefact control for luciferase-based inhibitor screens, biochemical, luminescence, ATPLite | Luciferin 4-monooxygenase (Photinus pyralis), P08659 | 10 min | inhibition, % at 10 µM | 200,000 tested, 1.5% active | AID 1006, 2008;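 active means inhibition above about 50% when tested at 10 µM, limit read from the data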
Target sequence (P08659 whole entry, looked up): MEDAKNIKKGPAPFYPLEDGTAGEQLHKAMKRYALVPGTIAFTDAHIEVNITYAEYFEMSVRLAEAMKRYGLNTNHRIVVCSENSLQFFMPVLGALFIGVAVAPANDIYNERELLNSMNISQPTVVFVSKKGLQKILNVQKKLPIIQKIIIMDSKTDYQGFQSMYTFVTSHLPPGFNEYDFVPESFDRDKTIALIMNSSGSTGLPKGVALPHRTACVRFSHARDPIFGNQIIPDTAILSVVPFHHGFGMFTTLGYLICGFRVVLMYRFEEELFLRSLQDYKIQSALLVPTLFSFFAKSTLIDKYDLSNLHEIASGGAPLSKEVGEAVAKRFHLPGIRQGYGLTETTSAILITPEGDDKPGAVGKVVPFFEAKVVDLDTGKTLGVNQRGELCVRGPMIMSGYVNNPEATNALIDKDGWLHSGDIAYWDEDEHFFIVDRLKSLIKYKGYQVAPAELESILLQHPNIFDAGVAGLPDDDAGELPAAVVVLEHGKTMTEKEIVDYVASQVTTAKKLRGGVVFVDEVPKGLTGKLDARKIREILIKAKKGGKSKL
TNAP inh hiacc: human TNAP enzyme inhibitors, primary screen, biochemical, luminescent, high phosphate acceptor level, uHTS | purified TNAP, CDP-star luminescence, 1 M DEA | AID 1135, 2008 | Alkaline phosphatase, tissue-nonspecific isozyme (Homo sapiens), P05186 | inhibition, % at 20 µM | 200,000 tested, 0.03% active;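 active means over 50% inhibition of tissue-nonspecific alkaline phosphatase at 20 µM in the single-dose screen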;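 further: plate controls were DMSO wells for no effect and EDTA-quenched wells as full inhibition for full effect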
Target sequence (P05186 whole entry, looked up): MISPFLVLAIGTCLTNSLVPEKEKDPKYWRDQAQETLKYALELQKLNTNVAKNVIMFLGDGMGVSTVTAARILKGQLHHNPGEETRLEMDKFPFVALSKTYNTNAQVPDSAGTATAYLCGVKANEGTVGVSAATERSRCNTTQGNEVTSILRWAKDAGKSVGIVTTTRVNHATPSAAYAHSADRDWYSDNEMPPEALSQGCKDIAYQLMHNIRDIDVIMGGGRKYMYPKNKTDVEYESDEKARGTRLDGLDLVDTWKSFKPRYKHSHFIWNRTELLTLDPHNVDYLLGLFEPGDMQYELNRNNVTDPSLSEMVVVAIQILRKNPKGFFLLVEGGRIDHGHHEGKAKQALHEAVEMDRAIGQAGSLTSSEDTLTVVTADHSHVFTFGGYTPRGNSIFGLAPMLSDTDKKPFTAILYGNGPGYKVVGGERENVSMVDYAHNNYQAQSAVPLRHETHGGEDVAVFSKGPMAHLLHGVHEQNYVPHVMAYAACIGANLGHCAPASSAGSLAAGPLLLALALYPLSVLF
NF-kB neuron act: activators of NF-kB expression in neurons, primary screen, cell-based, HTS | human neuronal cells, NF-kB reporter expression; stronger effect = higher value | fold change at 12.5 µM | 190,000 tested, 1.6% active | AID 1239, 2008; in the data active means fold change above about 3.3
APP 5'UTR act: activators of APP 5'UTR luciferase reporter, primary screen, SH-SY5Y cells; SH-SY5Y APP 5'UTR luciferase reporter, luminescence; zero percent = DMSO vehicle wells; activation, % at 2 µM; 190,000 tested, 1% active; AID 1276, 2008;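 active means activation above a set limit, based on mean plus 3 SD of controls, cut at about 140% in these data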; further: values of inactives mirror those of a sister screen read the other way
TNAP act hi DEA: TNAP activators at high phosphate acceptor level, primary screen, biochemical, luminescence, uHTS | 200,000 tested, under 10 active | purified TNAP, CDP-star luminescence, 1 M DEA, 30 min; stronger effect = higher value; 0 = EDTA background, 1 = DMSO-only activity | Alkaline phosphatase, tissue-nonspecific isozyme (Homo sapiens), P05186 | activation factor at 20 µM;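 active means activation factor at least 2 at 20 µM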
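Measured by: Luminescent substrate turnover signal | Test system: Human TNAP | Input: TNAP 1/800 final | Dosing: 20 µM single point | Schedule: 30 min, room temperature | Controls: EDTA wells as negative control, DMSO wells as positive control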
TNAP inh no acc: human TNAP enzyme inhibitors, primary screen, biochemical, luminescent, no phosphate acceptor, uHTS. Alkaline phosphatase, tissue-nonspecific isozyme (Homo sapiens), P05186. purified TNAP, CDP-star luminescence, 30 min. inhibition, % at 20 µM. 200,000 tested, 0.26% active;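 active means tissue-nonspecific alkaline phosphatase inhibition above about 50% at 20 µM in the single-dose screen, limit read from the data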;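 further: 0% = DMSO negative control and 100% = EDTA positive control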
PMI act hi M6P: human PMI activators, high substrate, primary screen, biochemical, fluorescence intensity, near-saturating mannose 6-phosphate. coupled PMI enzyme assay, resazurin fluorescence, 20 min; stronger effect = higher value; 1 = untreated enzyme, 0 = substrate-free blank. activation factor at 20 µM. 190,000 tested, 0.34% active;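 active means activation factor of 2 or more at 20 µM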
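Test system – human PMI in coupled enzyme assay · Timing – 20 min incubation at room temperature · Detection – Diaphorase-driven resazurin-to-resorufin fluorescence, excitation 544, emission 590 nm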
FLuc stim CS: FLuc activators, initial screening, artefact control for FLuc-dependent activation tests, biochemical, ATPlite luminescence. Luciferin 4-monooxygenase (Photinus pyralis), P08659. ATPlite luciferase biochemical, 10 min; 0 = ATP-free wells, 1 = DMSO control. activation factor at 10 µM. 200,000 tested, under 10 active. AID 1027, 2008;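 active means luciferase activation factor, scaled between plate controls, of at least 2 with compound at 10 µM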
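Assay system: Luciferase/luciferin detection reagent, cell-free biochemical luciferase assay / Read-out: luciferase activation / Benchmarks: No-ATP low control, compound-free enzyme-plus-ATP high control / Medium: PBS buffer for ATP / Detection: luminescence measurement of luciferase light output / Schedule: 10 min at ambient temperature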
An asterisk follows results filed as active; . = not tested or not shown.

Screens in order – bIAP activator, PMI activator, FLuc inhib CS, TNAP inh hiacc, NF-kB neuron act, APP 5'UTR act, TNAP act hi DEA, TNAP inh no acc, PMI act hi M6P, FLuc stim CS
O=C(O)c1cc(-c2ccccc2)on1
 : 0.9, 1.1, 0, 3, 1.9, -3, 1, -8, 1.1, 1
c1ccc(C(c2ccccc2)c2noc(CN3CCN(C4CCCC4)CC3)n2)cc1
 : 1.1, 1, -6, 0, 1.2, -4, 1, -1, 1, 1.1
Cc1cc2c(s1)c1cnn(Cc3ccccc3F)c(=O)c1n2C
 : 1, 0.9, -4, -2, 0.92, -9, 1, -6, 1.1, 1
O=C(Nc1cccc(F)c1)NC1(C(=O)N2CCOCC2)CCCCC1
 : 1, 1, -4, -4, 1, 25, 1, -14, 0.9, 1
O=C(O)CCCNS(=O)(=O)c1ccc(Br)s1
 : 0.9, 0.8, 3, 1, 1.2, 0, 1, -3, 0.9, 1
CC1CCN(S(=O)(=O)c2cc(Br)cc(C(=O)NC3=NCCS3)c2)CC1
 : 0.7, 0.9, -6, -3, 1.1, 13, 1, -5, 0.9, 1.1
CCCCN(CCCC)CCNC(=O)c1ccc2nc(-c3ccccc3NC(C)=O)c(=O)[nH]c2c1
 : 0.9, 1, -1, 2, 0.83, 3, 1, -9, 1, 1
Fc1ccc(CNC(=S)Nc2cccc(C(F)(F)F)c2)cc1
 : 1, 1, 8, 2, 1.1, 10, 1, 23, 1, 0.9
COc1ccc(OC)c(NC(=O)c2ccccc2SC)c1
 : 1, 1, -2, -8, 0.92, -15, 1.1, -11, 1, 1
Cc1c(NC(=O)CSc2n[nH]c(-c3ccccc3)n2)c(=O)n(-c2ccccc2)n1C
 : 0.9, 1, -3, 3, 1.1, -4, 1, 53*, 1, 1
CCn1cc(C(=O)N2CCCCC2)c(=O)c2cc(S(=O)(=O)N3CCC(C)CC3)ccc21
 : 1, 1.1, -9, -3, 1.4, 10, 1, 1, 1, 1.1
CCCCCCCCN=C1NC(=O)CS1
 : 0.9, 1, -3, -6, 0.96, 3, 1.1, -10, 1, 1
CCOC(=O)c1c(NC(=O)COC(=O)c2ccccn2)sc2c1CCC2
 : 1, 0.9, -10, -5, 0.88, -8, 1, 8, 0.9, 1.1
O=[N+]([O-])c1ccccc1Oc1ccc(C(F)(F)F)cn1
 : 1, 1, -9, -2, 1.4, -4, 1, -7, 1, 1.1
c1ccc(CSc2ccc(-c3ccccn3)nn2)nc1
 : 1.1, 1, 16, 0, 2.3, 77, 1, 54*, 1, 0.8
CN(C)S(=O)(=O)c1cccc(-c2nnc(SCc3cc(Cl)cc4c3OCOC4)n2N)c1
 : 1, 1.1, -4, -3, 1, -3, 1, -10, 1, 1
CC1CCCN(C(=O)CSc2nnc(-c3ccncc3)n2C)C1 (configuration not stated)
 : 1.1, 1, -4, -2, 1.2, -31, 1, -12, 0.9, 1
O=C(Nc1ccon1)c1ccccc1F
 : 0.9, 1, -2, 1, 1.1, -7, 1, -7, 1, 1
COc1ccc(-c2cc(C(F)(F)F)nc(S(=O)(=O)CCCC(=O)Nc3cccc(O)c3)n2)cc1OC
 : 1, 1.4, -10, -4, 1.7, 12, 1, 1, 1.1, 1.1
CCNC(=S)NNC(=O)c1cc(-c2cc(C)ccc2C)nc2ccccc12
 : 1.3, 1.2, 4, -2, 0.84, -13, 1, -21, 0.9, 1
O=C1COc2ccc(-c3n[nH]c(=O)c4ccccc34)cc2N1
 : 1, 1.1, -4, -4, 1.2, -25, 1, -2, 1, 1
O=C(O)C1Cn2c(nc3c(c2=O)C2(CCCC2)Cc2ccccc2-3)S1 (configuration not stated)
 : 1, 1.1, 0, 2, 1.6, 21, 1, -3, 1.1, 1
Cn1cnc([N+](=O)[O-])c1SCC(O)CCl (configuration not stated)
 : 1.1, 1.1, -6, -3, 1.1, -1, 1, -14, 1.1, 1.1
COc1cccc(C2=NOC(C(=O)NCCN3CCOCC3)C2)c1 (configuration not stated)
 : 1, 1, -9, -4, 1.2, 1, 1, -2, 1, 1.1
Cc1ccccc1Nc1nc(N)nc(COc2ccc(C#N)cc2)n1
 : 0.9, 1.1, -10, -6, 1.4, 4, 1.1, -12, 1.1, 1.1
C=CCn1c(C)cc(C(=O)CSc2nnc(NC(C)C)s2)c1C
 : 1, 1, -1, -1, 0.81, 2, 1, 6, 1, 1
CC(=O)N1CCc2cc(S(=O)(=O)Nc3cccc(C(F)(F)F)c3)ccc21
 : 1, 0.9, -1, -1, 0.55, -21, 1, -16, 1, 1
CCC(C)(C(=O)NC1CCCCC1)N(Cc1cccs1)C(=O)CC1NC(=O)NC1=O (configuration not stated)
 : 0.8, 0.9, -9, -4, 1.2, 3, 1, -17, 1, 1.1
Cn1cc(CNC(=O)c2sc3cccc(Cl)c3c2Cl)cn1
 : 0.9, 1, -8, -2, 1.2, 13, 1, -6, 1, 1.1
CCOC(=O)C1/C(=N\O)CC(C)(O)C(C(=O)OCC)C1c1ccc(N(C)C)cc1 (configuration not stated)
 : 1, 1, -3, -1, 1.1, -13, 1, -12, 1.1, 1
COc1ccc(C(C)C)cc1S(=O)(=O)N1CC(C)OC(C)C1 (configuration not stated)
 : 1.1, 0.9, -5, 0, 0.97, 24, 1, -2, 0.9, 1
O=C1C2CCCN2C(c2ccc(F)cc2)N1c1nccs1 (configuration not stated)
 : 1.1, 1, -7, -8, 1.1, 6, 1.1, -6, 1, 1.1
C[C@H](NC(=O)Cc1cccc2ccccc12)C(=O)NCc1ccccc1
 : 1.1, 1, -3, -4, 1.6, 9, 1, -10, 0.9, 1
Cc1nnc(SCC(=O)Nc2ccccc2N2CCOCC2)s1
 : 0.9, 1.1, -2, -1, 0.95, -8, 1, -5, 1.1, 1
O=C(CN1CCN(c2ccccc2O)CC1)NC(=O)NC1CCCC1
 : 1.1, 1, 0, -3, 1.1, -5, 1, -10, 0.8, 1
C=CCSc1nc2sc(C)c(C)c2c(=O)n1CC=C
 : 1, 1.1, -10, -2, 1.2, -11, 1, -8, 1.1, 1.1
CC1CCC2(CC1)NC(=O)N(CC(=O)Nc1ccc(N3CCOCC3)cc1)C2=O (configuration not stated)
 : 0.9, 1.1, -4, -4, 1.2, -6, 1, -9, 1.1, 1
COc1cccc(C(=O)Nc2c(C(N)=O)oc3ccccc23)c1
 : 0.7, 0.9, -4, 0, 0.45, -17, 1, -15, 0.9, 1
CCOC(=O)c1sc2nccc(OC)c2c1N=CNOC
 : 1, 1, -6, -4, 1.1, 4, 1, -12, 1, 1.1
Clc1cccc(Cl)c1CON/C=N/c1ncnc2sccc12
 : 0.9, 0.9, -5, -1, 1.3, 19, 1, -10, 0.8, 1.1
CC(C)c1nnc(NC(=O)CSc2nc3ccccc3[nH]2)s1
 : 1.2, 1, -4, -5, 1.1, 3, 1, -10, 1, 1
Cc1nn(CC(=O)N2CC(=O)Nc3ccccc32)c(C)c1[N+](=O)[O-]
 : 1, 1.1, -3, 2, 0.89, 25, 1, -5, 1, 1
COCCn1nnnc1C(c1cccs1)N1CCN2CCCC2C1 (configuration not stated)
 : 1, 1.3, -6, 0, 1.4, 2, 1, 0, 1.2, 1.1
COc1cccc(NC(=O)c2nn(C34CC5CC(CC(C5)C3)C4)cc2[N+](=O)[O-])c1
 : 0.9, 0.9, -2, 0, 0.85, 11, 1, -2, 0.9, 1
O=C(c1cc(-c2ccc3c(c2)OCO3)on1)N1CCN(c2ccccc2)CC1
 : 1, 1, 31, -2, 1.4, 105, 1, -9, 1, 0.7
CCOC(=O)CNS(=O)(=O)c1ccc(S(=O)(=O)N2CCCC2)cc1
 : 0.9, 0.9, -6, -1, 1.8, 14, 1, -7, 0.9, 1.1
CNC(=O)c1ccccc1F
 : 0.8, 0.9, -7, -5, 1.1, -6, 1.1, -9, 1, 1.1
CSc1sc(C)cc1C1C(C#N)=C(N)N(c2cccnc2)C2=C1C(=O)CCC2 (configuration not stated)
 : 1, 1, -4, -2, 0.73, -9, 1, 5, 0.9, 1
O=C(N/N=C/c1cn(Cc2ccccc2)c2ccccc12)c1ccncc1
 : 1.1, 0.9, 2, -3, 0.82, 4, 1, -33, 0.9, 1
COc1cccc(N(C(=O)Cn2nnc(-c3ccc(Cl)cc3)n2)C(C(=O)NCC2CCCO2)c2ccc(C)cc2)c1 (configuration not stated)
 : 0.9, 1, -3, -2, 1.3, -5, 1, -7, 1, 1
COC(=O)c1cc2n(n1)CCCNC2=O
 : 1, 1.1, -6, -6, 1.5, -7, 1.1, -6, 1.1, 1.1
COc1cccc(C(O)c2cnc(C(C)C)n2C)c1OC (configuration not stated)
 : 1, 0.9, 0, -1, 0.88, -3, 1, -5, 1, 1
CC1CC(=O)N(C)c2ccc([N+](=O)[O-])cc2N1 (configuration not stated)
 : 0.9, 0.8, -2, -2, 1.1, -7, 1, -5, 0.9, 1
COc1ccc(C(=O)NCCSC2CCCCC2)cc1
 : 0.8, 1, -1, -1, 2.3, 24, 1, -14, 0.9, 1
COc1ccccc1CNC(=O)C(=O)Nc1nccs1
 : 1.1, 1, 18, -5, 2.2, 6, 1.1, -30, 1, 0.8
CCOc1ccc(Nc2nc(Cc3nnc(SCC(=O)c4ccc(C)c(C)c4)o3)cs2)cc1
 : 0.8, 0.9, -3, -1, 0.87, ., 1, -6, 0.9, 1
CN(C)C(=O)c1ccc(NC(=O)c2cncc(Br)c2)cc1
 : 0.8, 1.1, 0, -4, 1.4, -2, 1, -7, 1.1, 1
COc1ccc(CCNC(=O)CSc2nnc(Cc3csc(N)n3)n2C)cc1OC
 : 1, 1, -21, -8, 0.94, 0, 1.1, -10, 1, 1.2
CC(CCc1ccccc1)NC(=O)Cc1ccc([N+](=O)[O-])cc1 (configuration not stated)
 : 1, 0.9, -8, -3, 0.97, 18, 1, -7, 1.1, 1.1

Part of the list above in order of heavy-atom count, low to high.
Screens in order – bIAP activator, PMI activator, FLuc inhib CS, TNAP inh hiacc, NF-kB neuron act, APP 5'UTR act, TNAP act hi DEA, TNAP inh no acc, PMI act hi M6P, FLuc stim CS
CNC(=O)c1ccccc1F
 : 0.8, 0.9, -7, -5, 1.1, -6, 1.1, -9, 1, 1.1
COC(=O)c1cc2n(n1)CCCNC2=O
 : 1, 1.1, -6, -6, 1.5, -7, 1.1, -6, 1.1, 1.1
CCOc1ccc(Nc2nc(Cc3nnc(SCC(=O)c4ccc(C)c(C)c4)o3)cs2)cc1
 : 0.8, 0.9, -3, -1, 0.87, ., 1, -6, 0.9, 1

Compounds were not picked by outcome. Share with any hit: about 3.6%.
